SENP8 block-1 – human SENP8 protease inhibitors, primary screen, biochemical, fluorescence, Nedd8 protein substrate, uHTS; recombinant SENP8; actives 0.64% (n = 360,000); AID 602440, 2012; inhibition, % at 20 µM; Sentrin-specific protease 8 (Homo sapiens), Q96LD8; in the data active = inhibition mostly above about 40%, no sharp cut-off; inactive = mostly below about 27%
Target sequence (Q96LD8 whole entry, looked up): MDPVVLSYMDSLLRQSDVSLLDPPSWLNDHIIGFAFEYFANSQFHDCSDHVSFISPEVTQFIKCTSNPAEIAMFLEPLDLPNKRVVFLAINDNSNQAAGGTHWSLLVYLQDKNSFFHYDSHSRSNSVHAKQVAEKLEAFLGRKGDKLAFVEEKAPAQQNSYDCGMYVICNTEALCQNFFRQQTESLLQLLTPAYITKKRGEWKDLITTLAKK
SENP1 FRET inh – human SENP1 catalytic domain inhibitors, primary screen, biochemical, FRET, uHTS; recombinant SENP1 catalytic domain, CyPet-SUMO1-YPet FRET cleavage; inhibition, % at 10 µM; actives 0.21% (n = 360,000); AID 624204, 2012;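 active = inhibition at least 30% at 10 µM, raw YFP signal under a set limit, fluorescence ratio 0.5 to 1.5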;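 also: 0% = enzyme with DMSO and 100% = no enzyme wells; some results filed as inactive read as strong as hits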
Target sequence (Q9P0U3 419-644 limits assumed): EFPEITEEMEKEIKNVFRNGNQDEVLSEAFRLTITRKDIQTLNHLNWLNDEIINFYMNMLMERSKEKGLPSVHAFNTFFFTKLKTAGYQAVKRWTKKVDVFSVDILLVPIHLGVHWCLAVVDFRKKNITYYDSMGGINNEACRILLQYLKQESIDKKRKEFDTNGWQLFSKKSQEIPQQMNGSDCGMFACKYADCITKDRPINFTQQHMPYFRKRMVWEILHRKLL
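Test system: hSENP1 catalytic domain, recombinant; Amount: 20 pM final SENP1 enzyme; Medium: Tris pH 8 buffer plus EDTA, NaCl, BME, BSA, NP40, catalase; Schedule: 50 min enzyme reaction, room temperature, light-protected; Technique: FRET fluorescence in CFP and YFP emission channels; Controls: no-enzyme wells low, DMSO-plus-enzyme wells high control.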
beta cell repl – inducers of MIN6 beta-cell proliferation, primary screen, ATP luminescence, uHTS; MIN6 cells proliferation, ATPlite luminescence, 48 h; cells starved in 0.2% serum; 100% = growth in 10% serum; proliferation, % at 10 µM; actives 0.29% (n = 330,000); AID 2380, 2010;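 active = compounds whose signal lies at least 3.5 SD above the mean of all wells on their plate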;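 also: 0% = DMSO-treated cells in low-serum medium and 100% = 10% serum control; some compounds called inactive have numbers as strong as hits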
PfGluPho inh – PfG6PD enzyme inhibitors, primary screen, biochemical, fluorescence intensity, uHTS; glucose-6-phosphate dehydrogenase-6-phosphogluconolactonase (Plasmodium falciparum 3D7); PfGluPho enzyme, NADPH resazurin-diaphorase fluorescence; inhibition, % at 20 µM; actives 0.78% (n = 350,000);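 active = inhibition reaching at least a set limit at 20 µM in the primary screen, cut at about 59% in these data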;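 also: 0% = DMSO wells with substrate and 100% = DMSO wells lacking glucose-6-phosphate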
SENP8 block-2 – SENP8 protease inhibitors, primary screen, biochemical, luminescence; Sentrin-specific protease 8 (Homo sapiens), Q96LD8; purified SENP8, Z-RLRGG-aminoluciferin cleavage; inhibition, % at 10 µM; actives 1.2% (n = 330,000); AID 2540, 2010; in the data active = inhibition above about 50%
HKDC1 inhibitor – HKDC1 hexokinase inhibitors, primary screen, biochemical, fluorescence, uHTS | Q2TB90 | recombinant HKDC1, G6PDH/diaphorase resazurin coupled fluorescence | inhibition, % at 20 µM | actives 0.16% (n = 340,000) | AID 493160, 2011;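 active = inhibition above about 35% when tested at 20 µM, limit read from the data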;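 also: plate controls were DMSO wells with enzyme for no effect and DMSO wells lacking enzyme for full effect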
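Assay system: in-house recombinant HK5 (HKDC1) enzyme. Input: HKDC1 at 5 µg/mL. Medium: Tris pH 8.0 buffer with MgCl2, Tween-20, BSA, BME. Dosing: single 20 µM dose. Schedule: 90 min reaction incubation at room temperature, dark. Signal: resazurin-to-resorufin fluorescence via G6PDH and diaphorase coupling, 525/613 nm. Controls: DMSO-enzyme wells negative, buffer-substituted wells positive.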
UBC13 inh – UBC13 polyubiquitin chain formation inhibitors, primary screen, biochemical, TR-FRET, uHTS; Ubiquitin-conjugating enzyme E2 N (Homo sapiens), P61088; inhibition, % at 20 µM; actives 0.47% (n = 330,000); AID 485273, 2010; in the data active = inhibition above about 45%, passing the limit was not always enough
Target sequence (P61088 whole entry, looked up): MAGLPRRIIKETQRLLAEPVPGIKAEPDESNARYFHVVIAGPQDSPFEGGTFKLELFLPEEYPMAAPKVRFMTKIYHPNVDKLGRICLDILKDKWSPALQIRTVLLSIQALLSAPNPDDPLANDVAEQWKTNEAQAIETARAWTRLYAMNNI
SENP6 block – SENP6 protease inhibitors, primary screen, biochemical, luminescence, uHTS. inhibition, % at 10 µM. Sentrin-specific protease 6 (Homo sapiens), Q9GZR1. Recombinant SENP6 catalytic domain, aminoluciferin luminescence. actives 1.8% (n = 330,000);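 active = inhibition above about 50% at the single tested dose, limit read from the data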;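 also: plate controls were DMSO wells with enzyme for no effect and DMSO wells lacking enzyme for full effect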
SENP7 inh – SENP7 protease inhibitors, primary screen, biochemical, luminescence, uHTS | inhibition, % at 5 µM | actives 1.5% (n = 330,000) | recombinant SENP7, Z-RLRGG-aminoluciferin luminescence, 40 min | AID 434973, 2010 | Sentrin-specific protease 7 (Homo sapiens), Q9BQF6;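 active = inhibition above about 50% at the single test dose, limit read from the data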;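 also: plate controls were DMSO with enzyme for no effect and no enzyme buffer wells for full effect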
Target sequence (Q9BQF6 706-1050 limits assumed): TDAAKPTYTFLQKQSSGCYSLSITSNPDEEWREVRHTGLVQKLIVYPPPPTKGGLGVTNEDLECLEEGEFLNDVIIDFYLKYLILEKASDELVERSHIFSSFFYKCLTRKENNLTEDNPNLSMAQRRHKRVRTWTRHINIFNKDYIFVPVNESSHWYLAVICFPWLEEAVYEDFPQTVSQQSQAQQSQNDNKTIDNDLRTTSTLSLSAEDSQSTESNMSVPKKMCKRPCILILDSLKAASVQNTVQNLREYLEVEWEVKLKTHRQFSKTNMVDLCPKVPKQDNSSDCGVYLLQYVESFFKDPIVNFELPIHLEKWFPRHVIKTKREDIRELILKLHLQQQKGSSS
Starred values were filed as active, the others as inactive; nt = no result given.

Short keys – A = SENP8 block-1; B = SENP1 FRET inh; C = beta cell repl; D = PfGluPho inh; E = SENP8 block-2; F = HKDC1 inhibitor; G = UBC13 inh; H = SENP6 block; I = SENP7 inh
[1] CCOc1ccccc1N1CC(C(=O)N2CCOCC2)CC1=O (stereo not drawn)
  A = 12	B = 0	C = 0	D = 5	E = -12	F = 7	G = -2	H = -9	I = -2

[2] CC1=CSC2=NC(=O)/C(=C/c3cccc(OC(=O)c4ccco4)c3)C(=N)N12
  A = 13	B = -2	C = 0	D = -4	E = -5	F = 7	G = -19	H = 5	I = -7

[3] CC(C)(C)NC(=O)C(c1cccs1)N(Cc1cccs1)C(=O)c1ccc(CN2CCOCC2)o1 (stereo not drawn)
  A = 5	B = 0	C = 2	D = -9	E = 6	F = 9	G = -3	H = 9	I = 0

[4] Cc1ccc(NS(=O)(=O)c2cccc(C(=O)N3CCCCC3)c2)cc1
  A = 1	B = -1	C = -1	D = 10	E = -6	F = -5	G = 9	H = 5	I = 8

[5] COc1cc(NC(=O)C2CCCO2)c(OC)cc1NC(=O)c1ccccc1 (stereo not drawn)
  A = 4	B = -1	C = -3	D = -1	E = -4	F = 0	G = -3	H = -10	I = 0

[6] COc1ccc(C(=O)OCc2cc(=O)n3ccsc3n2)cc1F
  A = -63	B = 0	C = -4	D = 15	E = -5	F = -2	G = -13	H = 9	I = 1

[7] COC(=O)c1ccc(CSc2nnc(Nc3cccc(OC)c3)s2)o1
  A = 20	B = 1	C = 2	D = -2	E = 2	F = 0	G = 7	H = -6	I = -3

[8] N#CC1=C(N)OC2=C(CC/C2=C\c2ccc(F)cc2)C1c1ccc(F)cc1 (stereo not drawn)
  A = nt	B = nt	C = -6	D = nt	E = 2	F = nt	G = -39	H = 0	I = -9

[9] CCOC(=O)c1cc2c(=O)n3cccc(C)c3nc2n(Cc2ccco2)c1=NC(=O)c1cccnc1
  A = -486	B = -24	C = nt	D = 60*	E = nt	F = 25	G = nt	H = nt	I = nt

[10] CCc1nc2ccccc2c(C(=O)OCc2nc3ccccc3c(=O)[nH]2)c1C
  A = -143	B = -7	C = -2	D = -12	E = -1	F = 0	G = 62*	H = -9	I = -9

[11] Cc1cc(C)c2c(N)c(C(=O)c3ccc(Cl)cc3)sc2n1
  A = 2	B = -58	C = -1	D = 0	E = -5	F = -10	G = -14	H = -16	I = -7

[12] CCn1c(SCc2ccc(F)cc2)nc2ccccc2c1=O
  A = 18	B = 2	C = -3	D = 11	E = 15	F = 13	G = 3	H = 6	I = 12

[13] COc1ccnc(Oc2ccc(F)cc2)c1C#N
  A = 12	B = 0	C = -1	D = 4	E = -15	F = -3	G = -3	H = 0	I = -5

[14] CCCCn1c(SCC(=O)c2c(N)n(C3CC3)c(=O)[nH]c2=O)nc2cc(S(N)(=O)=O)ccc21
  A = 5	B = 2	C = -1	D = 8	E = -6	F = 5	G = -2	H = -11	I = -3

[15] O=C(c1cccc(F)c1)N1CCC(O)(c2cccnc2)CC1
  A = 18	B = 2	C = -4	D = -7	E = 6	F = -3	G = 6	H = -7	I = 8

[16] O=C(CSc1nnc(-c2ccccc2)c2ccccc12)NCC1CCCO1 (stereo not drawn)
  A = 9	B = -2	C = 3	D = nt	E = -4	F = nt	G = 30	H = 2	I = 7

[17] CCc1cccc(NS(=O)(=O)c2ccc3c(c2)oc(=O)n3C)c1
  A = 6	B = 2	C = -4	D = -12	E = -3	F = -4	G = 4	H = -14	I = -4

[18] O=C(O)COc1ccccc1/C=C1\SC(=S)N(NC(=O)c2ccccc2O)C1=O
  A = -36	B = 7	C = -6	D = -40	E = 6	F = -3	G = -11	H = -1	I = -3

[19] COc1ccccc1NC(=O)CN(Cc1ccco1)C(=O)c1ccc(=O)[nH]c1
  A = 19	B = -1	C = 0	D = -4	E = -4	F = 9	G = 0	H = 0	I = -4

[20] CCOCCc1nnc(NC(=O)CN2C(=O)c3ccccc3C2=O)s1
  A = -14	B = 4	C = -1	D = -9	E = -8	F = -8	G = -12	H = -10	I = 3

[21] CCN(C[C@H]1N[C@@](Cc2ccccc2)(C(=O)OC)[C@H]2C(=O)N(Cc3ccccc3)C(=O)[C@@H]12)C(=O)NC(C)C
  A = -5	B = 6	C = 1	D = 3	E = -3	F = -4	G = 6	H = 17	I = 4

[22] Cc1cc(=O)oc2cc(NC(=O)c3ccnn3C)ccc12
  A = -382	B = -3	C = 6	D = 0	E = -1	F = -5	G = 4	H = 10	I = 24

[23] Cc1ccc(-n2cc[nH]c2=S)c(C)c1
  A = 1	B = 2	C = 0	D = 6	E = -3	F = -11	G = 2	H = -2	I = 4

[24] CCOc1ccc(C(=O)CN2CCN(S(=O)(=O)c3ccc(OC)cc3)CC2)cc1
  A = 10	B = 1	C = -1	D = 0	E = 3	F = 0	G = -2	H = -2	I = 1

[25] NC(=O)NCc1cccs1
  A = 9	B = 0	C = 1	D = -17	E = 2	F = -11	G = 8	H = 2	I = -7

Next part; it opens with the 3 that closed the last part.
Short keys – A = SENP8 block-1; B = SENP1 FRET inh; C = beta cell repl; D = PfGluPho inh; E = SENP8 block-2; F = HKDC1 inhibitor; G = UBC13 inh; H = SENP6 block; I = SENP7 inh
[23] Cc1ccc(-n2cc[nH]c2=S)c(C)c1
  A = 1	B = 2	C = 0	D = 6	E = -3	F = -11	G = 2	H = -2	I = 4

[24] CCOc1ccc(C(=O)CN2CCN(S(=O)(=O)c3ccc(OC)cc3)CC2)cc1
  A = 10	B = 1	C = -1	D = 0	E = 3	F = 0	G = -2	H = -2	I = 1

[25] NC(=O)NCc1cccs1
  A = 9	B = 0	C = 1	D = -17	E = 2	F = -11	G = 8	H = 2	I = -7

[26] O=S(=O)(NCC1CCCO1)c1ccc(Br)s1 (stereo not drawn)
  A = 5	B = 2	C = 0	D = -4	E = -3	F = -1	G = 0	H = -5	I = 1

[27] CC1CCN(C(=O)c2[nH]cnc2C(=O)NCC(=O)OCc2ccccc2)CC1
  A = 8	B = 2	C = -1	D = 12	E = 3	F = -7	G = -1	H = 6	I = -7

[28] CNc1nc(NCc2ccccc2)nc(N)c1[N+](=O)[O-]
  A = 23	B = 3	C = -2	D = 2	E = -7	F = 1	G = -12	H = -3	I = 13

[29] CCC(=O)c1ccc(OCC(=O)O)cc1
  A = 24	B = 0	C = nt	D = 8	E = nt	F = 0	G = nt	H = nt	I = nt

[30] CC(C)CNC(=O)c1c2c(nc3ccccc13)-c1ccccc1CC2
  A = -29	B = 0	C = -4	D = 4	E = -2	F = -4	G = 0	H = -19	I = 1

[31] Cc1cc(C)cc(NC(=O)c2ccc(S(=O)(=O)N(C)CC3CCCO3)cc2)c1 (stereo not drawn)
  A = 2	B = -1	C = 4	D = 17	E = 6	F = -3	G = 0	H = 0	I = 0

[32] O=C(CCc1ccccc1)Nc1ncc2c(n1)CCCC2=O
  A = 12	B = -1	C = 1	D = 11	E = -1	F = -6	G = 0	H = -5	I = 5

[33] Clc1ccc(N2CCCCCC2)nn1
  A = 0	B = -1	C = -2	D = -13	E = -11	F = -2	G = -24	H = -10	I = -11

[34] O=C(Nc1ccc(N2CCN(C(=O)c3cccs3)CC2)cc1)c1ccccc1F
  A = 7	B = 1	C = 0	D = -2	E = -6	F = -4	G = -2	H = -3	I = -3

[35] CCO/C=C1\C(=O)N(c2ccc(OCC)cc2)C(=O)c2ccccc21
  A = -444	B = -52	C = 0	D = -18	E = 16	F = 6	G = 13	H = 32	I = 21

[36] Cc1c(Cl)cccc1NC(=S)N1CCN(c2ncccn2)CC1
  A = 15	B = 2	C = -1	D = 9	E = -4	F = -1	G = 1	H = -13	I = -2

[37] COc1ccc(NC(=O)CCNS(=O)(=O)c2cccc(C(C)=O)c2)cc1S(N)(=O)=O
  A = 10	B = 3	C = -1	D = -6	E = -6	F = 0	G = 4	H = -15	I = -5

[38] Fc1cccc(Oc2nc3ccccc3n3cccc23)c1
  A = -289	B = -4	C = 2	D = 25	E = -6	F = -3	G = 12	H = 2	I = 1

[39] COc1ccc(C(=O)COC(=O)c2sc(C)nc2C)cc1Cl
  A = -14	B = -27	C = -3	D = -2	E = -12	F = 1	G = -16	H = 13	I = 18

[40] COC(=O)c1ccccc1C(=O)N1CCCC(C(=O)c2cc(F)ccc2F)C1 (stereo not drawn)
  A = 16	B = 2	C = 0	D = 0	E = -1	F = 1	G = -10	H = 6	I = 1

[41] O=C(Nc1cc(C(F)(F)F)ccc1Cl)c1cc(C2CC2)on1
  A = 18	B = -1	C = -4	D = -2	E = 1	F = -5	G = -7	H = 1	I = -8

[42] O=C(Nc1ccc(N2CCOCC2)cc1)c1ccc([N+](=O)[O-])o1
  A = 33	B = 1	C = -2	D = -5	E = 5	F = -3	G = -20	H = 35	I = 38

[43] CCCC(=O)Nc1nnc(-c2cccc(OCC)c2)s1
  A = -36	B = 1	C = -1	D = -15	E = -1	F = -6	G = 24	H = -3	I = 8

[44] O=C(NCc1ccccc1F)c1cc(=O)[nH]c2ccccc12
  A = -146	B = 0	C = 3	D = -6	E = -5	F = -6	G = 1	H = -8	I = 0

[45] Cc1ccc(C(=O)N2CCN(c3cccc(C)c3C)CC2)o1
  A = 6	B = -1	C = 3	D = -2	E = 0	F = -4	G = 4	H = -2	I = -6

[46] COc1ccc(-c2cc(C3CCN(CC(O)C(F)(F)F)CC3)[nH]n2)cc1 (stereo not drawn)
  A = 8	B = 2	C = -2	D = -13	E = -5	F = 2	G = 6	H = -14	I = 6

[47] O=C(NCC1CCCO1)c1cccc(S(=O)(=O)NCc2ccccc2)c1 (stereo not drawn)
  A = 15	B = 1	C = -1	D = 2	E = 0	F = -5	G = 8	H = -10	I = 3

[48] Cc1[nH]n(-c2ccccc2)c(=O)c1C=Nc1ccc(S(=O)(=O)N(C)C)cc1
  A = 10	B = 2	C = -2	D = -1	E = -3	F = -5	G = -4	H = 5	I = 1

[49] CN(C)S(=O)(=O)c1ccccc1C#N
  A = 2	B = 1	C = -2	D = -15	E = 4	F = -10	G = -4	H = 7	I = 6

[50] O=C(CSC1=NNC(c2ccccn2)S1)Nc1cccc(Cl)c1 (stereo not drawn)
  A = 25	B = 0	C = -3	D = -18	E = -8	F = -37	G = -8	H = -11	I = 8
